# From PubChem BioAssay
# TAAR1 antag – antagonists of human TAAR1; Q96RJ0; CHO RD-HGA16 TAAR1, Fluo-8 calcium fluorescence, antagonist; inhibition, % at 3 µM; 360,000 compounds, 1.5% hits; AID 624466;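 active means inhibition above a per-plate cutoff, the mean inhibition of test compounds on that plate plus 3 SD, cut at about 49% in these data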;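 further: 0% = DMSO plus EC80 beta-PEA response and 100% = DMSO alone without agonist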
# Target sequence (Q96RJ0 whole entry, looked up): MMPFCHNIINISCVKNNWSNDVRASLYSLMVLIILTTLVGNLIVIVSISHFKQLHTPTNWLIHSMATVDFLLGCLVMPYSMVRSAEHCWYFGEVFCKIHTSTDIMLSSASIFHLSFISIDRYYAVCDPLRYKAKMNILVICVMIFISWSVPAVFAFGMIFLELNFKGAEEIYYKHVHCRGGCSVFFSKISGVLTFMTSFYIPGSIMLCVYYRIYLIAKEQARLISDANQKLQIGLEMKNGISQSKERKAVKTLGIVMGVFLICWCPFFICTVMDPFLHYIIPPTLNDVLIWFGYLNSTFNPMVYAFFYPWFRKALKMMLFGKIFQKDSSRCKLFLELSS
#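 System: RD-HGA16 CHO cells with stable hTAAR1 and Gα16 | Probe or stimulus: EC80 β-phenethylamine stimulus | Dosing: 3 µM, single point | Times: Dye loading 75 min at 37 °C, then 30 min room temperature | Measured by: Fluo-8 calcium-sensitive fluorescence | Read-out basis: % inhibition of agonist calcium response | Replicates: n of 1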
# CHO-K1 Ca antag – M1 antagonist counterscreen hit in parental CHO-K1 cells; 360,000 compounds, 0.6% hits; ATP-induced calcium, Fluo-8 fluorescence; inhibition, % at 3 µM;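 active means inhibition above a per-plate cutoff, the plate's mean sample inhibition plus 3 SD, cut at about 24% in these data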;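 further: 0% = DMSO plus EC80 ATP and 100% = DMSO alone without ATP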
# CHO parental Ca – counter-screen: ATP calcium response change in parental CHO cells. parental CHO-K1, ATP-induced calcium, Fluo-8 fluorescence. inhibition, % at 5.6 µM. 330,000 compounds, 0.63% hits;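 active means inhibition above that plate's mean sample inhibition plus 3 SD, cut at about 26% in these data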;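 further: 0% = ATP-challenged DMSO wells and 100% = DMSO wells without ATP; some compounds past the cut are filed as inactive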
#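 Assay system: untransfected parental CHO cell line. Also added: ATP agonist challenge. Dosing: one dose, 5.6 µM nominal. Measured by: Fluo-8 fluorescence. Read-out: % inhibition. Benchmarks: ATP wells versus no-ATP DMSO wells. Repeats: no replicates.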
# CHO-K1 Ca PAM – M1 PAM counterscreen hit in parental CHO-K1 cells; AID 602247; ATP EC20, Fluo-8 calcium fluorescence; 0% at ATP EC20, 100% at ATP max; activation, % at 3 µM; 360,000 compounds, 0.02% hits;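 active means activation above the run cutoff, the mean activation of all test compounds plus 3 SD, cut at about 40% in these data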;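 further: peak over basal fluorescence ratio in a 140 s read after ATP addition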
# CHRM1 agonist – human M1 muscarinic receptor agonism; CHO-K1 hM1, Fluo-8 calcium fluorescence, agonist mode; 0% DMSO, 100% acetylcholine EC100; 360,000 compounds, 0.33% hits; AID 588814; activation, % at 3 µM;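 active means activation above the run's mean compound activation plus 3 SD, cut at about 16% in these data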;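 further: peak over basal fluorescence ratio within a 140 s kinetic read after compound addition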
# Target sequence (P11229 whole entry, looked up): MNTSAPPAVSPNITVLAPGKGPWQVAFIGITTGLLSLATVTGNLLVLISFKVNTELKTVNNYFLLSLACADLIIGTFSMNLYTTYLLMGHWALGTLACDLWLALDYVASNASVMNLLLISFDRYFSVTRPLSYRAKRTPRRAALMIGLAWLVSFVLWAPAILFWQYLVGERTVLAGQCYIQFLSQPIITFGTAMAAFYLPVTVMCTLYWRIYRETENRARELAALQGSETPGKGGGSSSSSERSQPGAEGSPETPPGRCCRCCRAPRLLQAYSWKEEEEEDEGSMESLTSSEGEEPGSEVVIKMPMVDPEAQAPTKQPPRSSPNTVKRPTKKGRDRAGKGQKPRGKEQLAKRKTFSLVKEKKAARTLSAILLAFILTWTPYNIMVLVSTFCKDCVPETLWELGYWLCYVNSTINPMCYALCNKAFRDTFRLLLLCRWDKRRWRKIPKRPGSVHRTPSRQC
# CHRM1 antagonist – antagonists of human M1 muscarinic receptor; CHO-K1 hM1, Fluo-8 calcium fluorescence, ACh EC80 antagonist; inhibition, % at 3 µM; P11229; AID 588852; 360,000 compounds, 1.3% hits;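 active means percent inhibition above its own plate's cutoff, namely the mean of that plate's compound wells plus 3 SD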;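 further: peak over basal fluorescence ratio during 140 s after agonist addition; 0% = ACh EC80 plus DMSO and 100% = DMSO alone without agonist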
# M1 ag parental – nonselective activator or artifact in parental CHO-K1 cells | Fluo-8 calcium fluorescence; scaled to maximal ATP response, vehicle zero | AID 602248 | 360,000 compounds, 0.48% hits | activation, % at 3 µM; in the data active means activation above about 15%;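 further: untransfected CHO-K1 host cells lacking M1 receptor as counterscreen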
# CHRM1 PAM – human CHRM1 positive allosteric modulation; activation, % at 3 µM; AID 588819; CHO-K1 hM1, Fluo-8 calcium fluorescence, ACh EC20; 0% = ACh EC20, 100% = maximal ACh; P11229; 360,000 compounds, 0.088% hits; in the data active means activation above about 19%, passing the limit was not always enough
# TAAR1 ag – human TAAR1 agonism; Q96RJ0; CHO RD-HGA16 TAAR1, Fluo-8 calcium fluorescence; vehicle wells 0%, saturating PEA agonist 100%; activation, % at 3 µM; 360,000 compounds, 0.99% hits; AID 624467;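 active means activation above the mean activation of all test compounds in the run plus 3 SD, cut at about 38% in these data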
#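 System: CHO-derived RD-HGA16 cells with stable Gα16 and human TAAR1 / Times: 17-24 h plating, Fluo-8 75 min 37 °C, 30 min RT / Technique: calcium-sensitive Fluo-8 signal, excitation 470-495, emission 515-575 nm / Measure: % activation relative to PEA EC100 response / Benchmarks: DMSO and PEA EC100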
# Starred values were filed as active, the others as inactive; / = no result given.
# Under each structure – TAAR1 antag	CHO-K1 Ca antag	CHO parental Ca	CHO-K1 Ca PAM	CHRM1 agonist	CHRM1 antagonist	M1 ag parental	CHRM1 PAM	TAAR1 ag
COc1cccc(-c2cc(CC3(O)CCN(CCCc4ccccc4)CC3)on2)c1
→ /	-6	-13	7	-9	7	0.2	-4	/
COc1ccc(C(c2nnnn2C(C)(C)C)N2CCN(C/C=C/c3ccccc3)CC2)cc1 (stereo not given)
→ -22	-9	/	3	-5	29	-0.3	-25	1
CCc1nc2ccc(C(=O)NCCCN3CCN(c4ccccc4F)CC3)cc2nc1CC
→ -12	-7	-29	-15	-10	-6	1.0	2	4
Cc1noc(C)c1C(=O)N1CCC1(C)C(=O)NS(=O)(=O)c1cccs1 (stereo not given)
→ -6	1	/	16	-1	-17	1.7	7	4
COc1ccc(CNC(=O)CCNS(=O)(=O)c2cc(Br)cnc2N)cc1
→ /	-11	-12	-2	-2	-5	2.7	2	/
NS(=O)(=O)c1ccc(-c2ccc(/C=N/Nc3ccc(C(=O)O)cc3)o2)cc1
→ -3	-17	1	24	0	-17	1.0	8	3
CCC(C)(C)NC(=O)C(c1ccc(OC)cc1)N(C(=O)CCC(=O)Nc1cc(C)on1)c1ccc(OC)cc1OC (stereo not given)
→ -11	-21	-18	14	-7	-8	0.5	8	2
CCOc1cc(C(=O)NC)cc(Br)c1OC
→ -11	-9	-3	-4	-2	12	1.1	0	0
COCCn1c(SCC(=O)Nc2cc(C)on2)nc2c(c1=O)SCC2
→ 0	-2	-9	-5	-2	0	0.2	3	0
Cc1ccc(S(=O)(=O)C(C#N)c2nc3ccccc3nc2N2CCN(C)CC2)cc1C (stereo not given)
→ 0	6	-16	16	-1	-7	-0.1	14	1
COc1ccc(S(=O)(=O)N(C)C[C@H]2Oc3ccc(NS(=O)(=O)c4cccs4)cc3C(=O)N([C@H](C)CO)C[C@@H]2C)cc1
→ -6	-10	/	8	-5	-5	0.0	-2	2
CCOC(=O)/C=C1/SCC(=O)N1CC(=O)c1ccc[nH]1
→ -9	-13	/	14	0	-14	0.7	4	0
CSc1ccc(C(=O)C2CCCN(C(=O)Cn3cnnn3)C2)cc1 (stereo not given)
→ -20	-12	-12	-6	-5	-1	0.9	2	3
O=C(CSc1ncnc2sc3c(c12)CCCC3)c1ccco1
→ -2	-1	-33	11	-3	-16	-0.5	10	4
O=c1[nH]c(Nc2ccc3c(c2)OCCO3)nnc1Cc1ccccc1
→ 0	-5	-8	5	-8	1	2.5	3	7
CCOc1ccccc1-n1nnnc1SCC(=O)NC(=O)Nc1ccc2c(c1)OCCO2
→ 34	3	-23	13	-4	-3	0.5	6	9
C/C=C\C=C\C(=O)N1CC2(CC(c3cccc(NC(=O)/C(C)=C\C)c3)=NO2)C[C@H]1C(N)=O (stereo not given in full)
→ 8	-9	0	11	4	-4	0.3	9	1
O=C(COC(=O)Cc1ccsc1)Nc1cccc(F)c1
→ 10	-11	-9	3	0	-9	0.2	15	0
Cc1ccc(S(=O)(=O)N2CCN(c3cnn(C)c(=O)c3Cl)CC2)cc1
→ -11	-4	8	21	-8	-9	10	14	2
COC(=O)c1sccc1NC(=S)N1CCN(c2cccc(C)c2C)CC1
→ 22	24*	-26	-15	-7	0	0.1	3	-1
CCN(CC)C(=O)CSc1ccc(C(F)(F)F)cc1[N+](=O)[O-]
→ -8	-7	-13	17	-9	-9	1.0	6	-1
O=C(C1CCCCC1)N1CCN(S(=O)(=O)c2cccc([N+](=O)[O-])c2)CC1
→ -2	-4	-7	-4	-2	-3	1.4	4	1
CN(C)C(=O)C(Sc1ccc(S(=O)(=O)N2CCCC2)cn1)c1ccccc1 (stereo not given)
→ 2	-13	-6	14	-4	-1	2.4	4	4
CCN(CC)S(=O)(=O)c1cccc(NC(=O)CN2C(=O)c3ccc([N+](=O)[O-])cc3C2=O)c1
→ -10	9	-10	6	-10	7	2.7	3	7
COC(=O)c1ccc(CNC(=O)C2CCC(=O)N(CCCc3ccccc3)C2)cc1 (stereo not given)
→ -7	-3	-7	11	-2	-10	0.5	14	2
CCOC(=O)c1c(N2CCN(c3ccccc3)CC2)cc(C)nc1C
→ 6	2	/	13	-2	-14	3.8	11	4
CN(C(=O)CCc1ccccc1F)C1CCCN(Cc2ccccc2F)C1 (stereo not given)
→ -16	-9	-13	6	-9	7	0.1	-9	1
Cc1ccc(NS(=O)(=O)c2ccc(NC(=O)c3ccc(-c4ccccc4)cc3)cc2)c(C)c1
→ 7	-11	4	14	-4	-6	0.8	4	1
CCC(=O)c1ccc(OCc2ccc(C(=O)OC)cc2)c(OC)c1
→ -7	-10	-2	20	-4	-12	5.1	11	2
COc1cccc(-c2cc(C(=O)Nc3cc(C)n(Cc4ccc(Cl)cc4)n3)no2)c1
→ -1	-5	-10	11	-2	-2	0.6	1	6
O=C(CSc1ncnc2ccccc12)NCCc1ccccc1
→ 21	-5	-12	9	-4	-2	6.2	5	3
CC(NC(=O)COc1ccc(Oc2ccccc2)cc1)C(=O)O (stereo not given)
→ 3	12	-3	-1	-2	8	-0.3	7	11
CCCCCc1c(-c2ccc(OC)c(OC)c2)ncn1CCc1ccccc1OC
→ 74*	-5	/	1	/	/	3.0	/	61*
Cc1nnc(SCc2ccc([N+](=O)[O-])cc2)o1
→ 6	-5	7	0	-11	7	0.3	1	6
O=[N+]([O-])c1cc(Br)cc(/C=N/n2cnnc2)c1O
→ -9	-2	1	-9	2	6	0.1	1	10
Cc1cnc(NC(=O)CN2C(=O)C3CC=CCC3C2=O)s1 (stereo not given)
→ 15	18	-20	-8	-3	-9	-0.2	8	10
Cc1ccccc1NC(=O)NCCc1nc2ccccc2[nH]1
→ 6	-6	-12	18	-1	-13	0.0	-4	2
Nc1nc(N)nc(-c2ccccc2O)n1
→ -13	-3	-14	17	0	-14	0.8	13	2
O=C(O)C1C2C=CC(C2)C1C(=O)Nc1ccc(C(=O)N2CCCCC2)cc1 (stereo not given)
→ -10	-7	-16	5	-5	-8	0.3	1	11
COc1ccccc1N1CCN(C(=O)CSc2nc3ccccc3nc2N2CCCCC2)CC1
→ 1	-7	-1	-3	3	1	0.2	-3	1

# Records above shown as hits in TAAR1 ag.
mol | TAAR1 antag | CHRM1 agonist | CHRM1 antagonist | CHRM1 PAM | TAAR1 ag
CCCCCc1c(-c2ccc(OC)c(OC)c2)ncn1CCc1ccccc1OC | 74* | / | / | / | 61*

# Continued.
# Under each structure – TAAR1 antag	CHO-K1 Ca antag	CHO parental Ca	CHO-K1 Ca PAM	CHRM1 agonist	CHRM1 antagonist	M1 ag parental	CHRM1 PAM	TAAR1 ag
Cc1cc(N/N=C/c2cccc(Br)c2)nc2ccccc12
→ -6	4	-26	-5	-7	3	-0.4	-4	-1
COc1cccc(C2=CC(c3ccccc3)n3nnnc3N2)c1 (stereo not given)
→ 0	-25	-16	10	-3	-33	0.5	4	5
CN(C)S(=O)(=O)c1ccc(C(=O)NCC(C)(C)CN=C2NS(=O)(=O)c3ccccc32)cc1
→ 5	-13	-7	8	-10	-4	1.1	4	-3
COc1ccc(CC(N)c2csc(NC(=O)NCCc3ccc(OC)c(OC)c3)n2)cc1 (stereo not given)
→ -7	-5	/	7	-5	-15	0.1	5	3
C1=CC(c2cc3ccccc3o2)OC(CCc2ccccc2)C1 (stereo not given)
→ 2	13	-28	-14	0	7	-0.8	-2	3
C=CCC[C@@H](Cc1ccc(F)cc1)C(=O)OC[C@@H](Cc1c[nH]c2ccccc12)NC(=O)[C@@H](CC=C)CC(=O)N(CCO)Cc1ccccc1
→ 0	-7	-14	-6	-3	-12	0.1	5	0
Cn1c(Sc2ccc(Br)cc2)c(C=O)c2ccccc21
→ 44	-12	-29	7	-3	-11	-0.4	7	6
Cn1c(=O)c2c(nc(NCc3cccnc3)n2Cc2cccc(C(F)(F)F)c2)n(C)c1=O
→ -1	-9	-26	19	-2	-37	1.9	6	6
Cc1ccc(S(=O)(=O)N2CCCCC2)cc1NC(=O)COC(=O)C1CC1
→ 4	-8	/	14	0	-15	0.7	10	1
COC(=O)C1=C(C)N(c2cc(C)cc(C)c2)/C(=C/c2ccco2)C1=O
→ 0	2	-23	10	-1	-9	-0.5	14	15
COc1ccc(-c2nc(CN3CCN(C(=O)c4ccco4)CC3)c(C)o2)c(F)c1
→ -15	-5	-17	0	2	-11	9.1	8	1
N#CNC(=Nc1ccc(F)cc1)SCc1ccccc1
→ 4	5	8	-6	-5	11	0.5	-12	9
CC(C(=O)NC(=O)NC1CCCCC1)N1CCN(C(c2ccccc2)c2ccccc2)CC1 (stereo not given)
→ -13	7	-1	-5	-6	9	-0.3	-12	1
Cn1nc(C(=O)OCC(=O)Nc2sccc2C(N)=O)c2ccccc2c1=O
→ 41	2	-2	6	2	16	11	-12	10
CC(C)(C)c1ccc(Cn2ccc(-c3ccc4c(c3)OCO4)n2)cc1
→ 20	1	-3	-5	-5	3	0.2	-2	21
CC(C)[C@H](NC(=O)c1ccco1)C(=O)OCC(=O)N1CCc2ccccc21
→ 6	-6	-21	5	-6	-15	-0.7	9	0
Cn1c(=O)[nH]c(=O)c2c1nc(N1CCOCC1)n2CCN1CCOCC1
→ -22	-18	-7	11	-1	-8	0.1	8	6
Cc1ccc2c(c1)N(CC(=O)NCCc1ccc(Cl)cc1)C(=O)c1cccnc1O2
→ 64*	16	-8	-2	-1	20	3.5	-4	8
N/C(=N\OC(=O)c1ccc2c(c1)OCO2)c1cccc([N+](=O)[O-])c1
→ 4	2	-3	2	-3	2	0.8	2	2
Cc1ccccc1NC(=O)c1onc2c1CCCC2
→ 1	1	-11	-4	-4	6	0.4	0	16
Cc1nnc(SCCn2c(N3CCC(C)CC3)nc3c2c(=O)[nH]c(=O)n3C)s1
→ 0	0	-6	6	-5	-6	0.3	6	8
C/C(=N\Nc1cc(-c2ccccc2)nc(-c2ccccc2)n1)c1ccc(O)c(C)c1
→ -4	4	1	12	-3	1	1.2	2	3
O=c1[nH]c(SCc2ccc(F)cc2Cl)nc2ccccc12
→ 17	-5	-9	20	-7	3	2.4	-9	12
Cc1cccc(NC(=O)c2ccc3c(c2)C(=O)N(c2ccccc2C)C3=O)n1
→ 10	-1	-23	3	0	-7	0.2	1	3
O=C(CNC1CCCCCC1)Nc1ccc(S(=O)(=O)NC2CC2)cc1
→ -11	-28	0	12	-11	32*	4.1	-27	3
O=[N+]([O-])c1ccc(N/N=C/c2cn(-c3ccccc3)nc2-c2ccccc2)cc1
→ 39	9	-8	2	0	-6	-0.1	5	2
Cn1nc(Oc2ncc(C(F)(F)F)cc2Cl)cc1C(F)(F)F
→ 7	-4	-18	10	-4	2	0.1	-1	8
